# Screening results deposited in PubChem by National Center for Advancing Translational Sciences (NCATS).
# EPAC2 agonist = qHTS for Agonist of cAMP-regulated guanine nucleotide exchange factor 4 (EPAC2): primary screen; hit rate 0.079% among 360,000; EPAC2 activation, biochemical qHTS; response scale: 100% = 6.5 mM cAMP response; Rap guanine nucleotide exchange factor 4 (Homo sapiens), Q8WZA2; Potency, µM (titrated, usually from 154 µM), for inactives: at the highest dose activation, hits mostly activators; further: potency means the concentration at half of the fitted maximal effect; nearly all actives have a fitted effect of over 50% in size
# Target sequence (Q8WZA2 whole entry, looked up): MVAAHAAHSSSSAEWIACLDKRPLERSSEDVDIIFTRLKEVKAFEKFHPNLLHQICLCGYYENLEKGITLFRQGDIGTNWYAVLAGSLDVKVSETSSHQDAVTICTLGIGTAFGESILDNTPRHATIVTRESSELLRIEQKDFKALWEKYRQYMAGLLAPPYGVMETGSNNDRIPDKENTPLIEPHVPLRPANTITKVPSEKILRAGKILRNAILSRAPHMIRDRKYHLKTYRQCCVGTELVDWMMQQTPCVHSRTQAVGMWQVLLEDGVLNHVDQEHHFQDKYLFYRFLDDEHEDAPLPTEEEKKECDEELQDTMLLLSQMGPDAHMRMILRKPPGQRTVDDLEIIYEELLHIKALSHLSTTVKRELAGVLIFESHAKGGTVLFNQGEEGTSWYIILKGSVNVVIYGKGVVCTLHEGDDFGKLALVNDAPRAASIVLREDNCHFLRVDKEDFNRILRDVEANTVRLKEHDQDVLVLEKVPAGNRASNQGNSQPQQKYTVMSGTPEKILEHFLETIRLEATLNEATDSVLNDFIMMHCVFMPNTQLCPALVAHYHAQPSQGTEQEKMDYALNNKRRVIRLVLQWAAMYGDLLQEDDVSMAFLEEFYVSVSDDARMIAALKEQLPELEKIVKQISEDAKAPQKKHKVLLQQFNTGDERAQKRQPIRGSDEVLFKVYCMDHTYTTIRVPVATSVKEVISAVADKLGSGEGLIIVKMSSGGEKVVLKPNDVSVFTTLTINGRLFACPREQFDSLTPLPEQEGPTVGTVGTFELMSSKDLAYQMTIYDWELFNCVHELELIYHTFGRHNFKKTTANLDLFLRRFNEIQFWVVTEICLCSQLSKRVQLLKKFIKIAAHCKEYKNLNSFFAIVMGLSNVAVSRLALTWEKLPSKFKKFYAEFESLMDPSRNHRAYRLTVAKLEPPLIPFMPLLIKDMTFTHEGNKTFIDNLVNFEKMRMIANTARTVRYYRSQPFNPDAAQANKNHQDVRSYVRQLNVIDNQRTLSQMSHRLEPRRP
#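 Each well held 100 nM EPAC2, 250 nM RAP1B-BODIPY-GDP and 50 uM GDP. Fluorescence, read at 5-min intervals to 30 min, was referenced to a 6.5 mM cAMP positive control.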
# S2 tox = Viability Counterscreen for Primary qHTS for Inhibitors of ATXN expression; S2 cells (HEK-293 line with an ATXN2-luciferase reporter) viability, CellTiter-Fluor protease fluorescence, 24 h; Potency, µM (highest dose often 56.7 µM), hits mostly cytotoxic; hit rate 0.49% among 400,000; further: potency means the concentration at half of the fitted maximal effect; nearly all actives have a fitted effect of over 40% in size
# A549 viability = Nrf2 qHTS screen for inhibitors: counterscreen for cytotoxicity; AID 504648, 2011; hit rate 0.16% among 390,000; A549 ARE-Fluc cells, CellTiter-Fluor viability, 18-24 h; Potency, µM (highest dose often 46 µM), for the others: at the highest dose activity change, negative = cytotoxicity, usual class: inhibitors; further: potency means the concentration at half of the fitted maximal effect; on the % scale 0 is the no-effect control and ±100 the full control effect
#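 A549 ARE_Fluc cells in 5% FBS OPTI-MEM were exposed to compounds in concentration-response for 18-24 h at 37 deg C. Viability was read by CellTiter-Fluor fluorescence (Ex 405/Em 525) after 30 min, before the luciferase read.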
# TGFb SMAD3 inh = qHTS for Inhibitors of TGF-b | HepG2 CAGA-GFP TGF-b/SMAD3 reporter, GFP fluorescence, 18 h; TGF-beta stimulated, 500 pg/mL final | Potency, µM (series often up to 46.1 µM), for inactives: at the top dose activity, negative = inhibition, hits mostly inhibitors | hit rate 1.2% among 410,000; further: potency means the concentration at half of the fitted maximal effect; on the % scale 0 is the no-effect control and ±100 the full control effect; nearly all actives have a fitted effect of over 65% in size
#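 HEPG2 CAGA-GFP, 1000 cells/well; 2 h settle, 37 C; cpd via pin tool; TGF-b 500 pg/mL final; 18 h, 37 C; GFP imaging ex488/em500-530; %Activity normalised to -TGF-b and +DMSO controls; CRC fit, curve class.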
# Nrf2 inh = Nrf2 qHTS screen for inhibitors; A549 ARE-Fluc reporter, luciferase luminescence, 18-24 h; hit rate 2.1% among 360,000; Potency, µM (titrated, usually from 46 µM), inactives show top-dose activity change, negative = inhibition, usual class: inhibitors; further: potency means the concentration at half of the fitted maximal effect; on the % scale 0 is the no-effect control and ±100 the full control effect; nearly all actives have a fitted effect of over 60% in size
#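 In this cell-based qHTS, ARE-driven firefly luciferase in A549 cells reports Nrf2 activity; the luminescent signal after BugLite lysis is the measured value, with a prior CellTiter-Fluor read for cell health.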
# ATXN2 expr inh = Primary qHTS for Inhibitors of ATXN expression. HEK-293 ATXN2-luciferase reporter, luminescence, 24 h. Potency, µM (highest dose often 57 µM), for the others: top-dose activity change, negative = inhibition, most hits filed as inhibitors. hit rate 0.72% among 360,000. AID 1745845, 2022; further: potency means the concentration at half of the fitted maximal effect; on the % scale 0 is the no-effect control and ±100 the full control effect; nearly all actives have a fitted effect of over 55% in size
#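 qHTS (up to 57 uM final) was run with 24 h compound exposure of reporter cells at 37 °C. Each well was multiplexed: SteadyGlo luminescence measured ATXN2-luciferase expression after a fluorogenic Gly-Phe-AFC viability readout (25 uM final).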
# Nrf2 activator = qHTS of Nrf2 Activators | Potency, µM (series often up to 46.1 µM), for the others: top-dose activation, actives largely listed as activators | hit rate 0.31% among 410,000 | AREc32 ARE-luciferase reporter (MCF7-derived line), luminescence, 24 h | AID 624171, 2012; further: potency means the concentration at half of the fitted maximal effect; % of control where 0% means no effect; nearly all actives have a fitted effect of over 65% in size
#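 For detection, Steady-Glo was added and plates sat 30 min at RT; before that, AREc32_Fluc cells grown overnight in OPTI-MEM/5% FBS had been treated with 23 nL compound for 24 hr at 37 deg C.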
# IL-2 act = qHTS of IL-2 Activators; IL-2 activation reporter assay, cell-based qHTS; stimulated with anti-CD3/CD4/CD28 beads; in transgenic mouse T cells; activation, % (series mostly up to about 46 µM); hit rate 0.065% among 360,000; in the data active means activation above about 50%; inconclusive means mostly about 30% to 49%; further: 0% is about no effect
#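 First, unstimulated transgenic mouse T cells were exposed to compound for 60 min. Next, anti-CD3/anti-CD4-coated beads with anti-CD28 were added. Finally, after 18 h at 37 degrees C, EGFP and DsRed were imaged.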
# HepG2 tox = qHTS for Inhibitors of TGF-b: Cytotox Counterscreen. HepG2 CAGA-GFP viability, ATP luminescence, 18 h. Potency, µM (doses to about 46.1 µM), inactives show at the highest dose activity change, negative = cytotoxicity, usual class: cytotoxic. hit rate 0.76% among 410,000. AID 588856, 2011; further: potency means the concentration at half of the fitted maximal effect; some results filed as inactive show a strong effect at the top dose
#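 CellTiter-Glo luminescence gave cytotoxicity after 18 hours at 37 degrees C. The cells were HepG2 CAGA-GFP in 1% FBS DMEM, stimulated with 500 pg/mL TGF-beta after compound addition. %Activity was normalised to no-cell wells (complete cell-killing) and DMSO (no toxicity), and curves were fitted and classified.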
# * marks the source's active call; other numbers are inactive results; i = inactive; ? = inconclusive; . = no result given; [ ] = remark or other dose. Unless noted, the call rests on the fitted dose curve; in most records, active means well fitted curve in the direction sought with a large enough effect; inconclusive means small, poorly fitted or top-dose-only effect, or another doubt; inactive means no such curve, though single readings can be large; an effect the other way counts as inactive or inconclusive. Rows are unselected (roughly 4.3% active in at least one column).
entry	structure	EPAC2 agonist	S2 tox	A549 viability	TGFb SMAD3 inh	Nrf2 inh	ATXN2 expr inh	Nrf2 activator	IL-2 act	HepG2 tox
1	COc1cccc(C(=O)Nc2cccc(OCc3cc(=O)n4c5c(sc4n3)CCCC5)c2)c1	.	i	-7%	9%	-12%	12%	1.1%	.	13%
2	COc1ccc(-c2nc(SCC(=O)N3CCC(C)CC3)n[nH]2)cc1	.	.	12%	-11%	.	.	0.1%	.	-14%
3	C/C(=C\C(=O)c1ccccc1)NNc1nc2ccccc2s1	3%	i	-7%	-6%	3%	14%	12%	2.3	-3%
4	COc1ccc(NC(=O)Cn2ncc3c([nH]c4ccccc43)c2=O)cc1Cl	.	i	0%	11%	?	1%	-0.5%	.	10%
5	O=C(c1ccccc1)c1cc(Cl)ccc1N1C(=O)C=CC1=O	-3%	?	0%	?	?	-17%	2.8%	-0.3	-88%
6	CC(C)C(=O)Nc1cccc(NC(=S)NC(=O)c2ccc([N+](=O)[O-])cc2)c1	-8%	i	-4%	?	-7%	2%	-0.7%	-3.6	-4%
7	Cc1cccn2c(=O)c3cc(C(=O)NCc4ccco4)c(=N)n(C4CCCCC4)c3nc12	1%	.	-36%	-5%	2%	-16%	3.8%	-0.6	-7%
8	Cc1n[nH]c(C)c1S(=O)(=O)N1CCCC(C(=O)NCc2ccc(F)cc2)C1 (stereo not given)	6%	i	-1%	-2%	?	-16%	-0.3%	0.0	-8%
9	Cc1ccc(N2C(=O)N(Cc3ccccc3C)c3ccccc3S2(=O)=O)cc1	2%	i	-1%	-24%	-10%	7%	-0.4%	-0.7	-24%
10	CC(C)(C)OC(=O)N1CCN(C(=O)c2[nH]cnc2C(=O)NCC(=O)OCc2ccccc2)CC1	-8%	i	-1%	-7%	2%	2%	0.0%	0.4	-6%
11	O=C1c2ccc([N+](=O)[O-])cc2C(=O)N1c1ccc(Cl)cn1	7%	.	0%	5%	-12%	-9%	0.0%	1.1	2%
12	CC(=O)Nc1ccc(NC(=O)c2c(-c3ccccc3)noc2C)cc1	.	i	0%	6%	-11%	7%	0.3%	.	-13%
13	O=S(=O)(c1ccc(F)c(F)c1)N1CCN(Cc2ccc3c(c2)OCO3)CC1	6%	i	-3%	?	-2%	-11%	-0.5%	0.6	-5%
14	Cc1ccccc1Cn1cc(NC(=O)c2nc3ncccn3n2)cn1	5%	i	7%	15%	?	6%	0.0%	-1.6	-9%
15	O=C(O)CSc1nnc(-c2ccccc2)c(-c2ccccc2)n1	1%	i	-2%	2%	7%	0%	-0.6%	-3.2	3%
16	CC1(C)NC(=O)N(CC(O)CN(Cc2ccccc2)Cc2ccccc2)C1=O (stereo not given)	2%	i	0%	3%	11%	0%	-0.7%	-2.7	2%
17	Cc1ncc(CN2CCC(n3nccc3NC(=O)c3ccccc3)CC2)s1	1%	?	-5%	5%	8%	6%	-1.3%	-1.8	17%
18	CCN(CC)S(=O)(=O)c1ccc(N2CCOCC2)c(NC(=O)Cc2ccccc2)c1	3%	i	-3%	-4%	-1%	-13%	-0.8%	0.3	5%
19	CCOc1ccc(-c2nc(S(=O)(=O)c3ccccc3)c(NC)o2)cc1	-9%	i	-1%	15%	-1%	5%	-1.1%	-2.7	1%
20	O=S(=O)(c1ccc(-c2csc(-c3cccnc3)n2)cc1)N1CCCC1	6%	i	-10%	-4%	?	-31%	2.3%	-1.1	-1%
21	COc1ccc(NC(=O)CSc2ccc3nnc(-c4cccnc4)n3n2)c(OC)c1	-11%	?	-12%	14%	8%	20%	-0.3%	2.5	17%
22	Cc1cc(C(=O)Nc2ccccc2N2CCOCC2)no1	10%	i	2%	4%	-11%	4%	0.5%	1.4	1%
23	CCc1ccc(NC(=O)CSc2c(C)cnc3c2c(=O)n(C)c(=O)n3C)cc1	.	i	-4%	-22%	.	3%	16%	.	-9%
24	Cc1ccccc1NC(=O)COC(=O)CC1CCCC1	3%	i	-2%	0%	9%	2%	-0.4%	0.2	0%
25	COC(=O)C(C(=O)Nc1ncccn1)C1CCCCCC1 (stereo not given)	5%	i	-7%	-17%	4%	4%	-0.7%	0.5	11%
26	CCc1ccc(/C=N/N2CCN(c3ccccn3)CC2)cc1	5%	i	0%	1%	?	.	1.0%	-0.5	-7%
27	CC(C)(C)c1ccc(C(=O)NNC(=O)c2cccc(Br)c2)cc1	6%	i	-12%	?	.	-7%	7.1%	-1.1	-63%
28	CCCC1(c2ccccc2)NC(=O)N(CC(=O)Nc2cc(OC)cc(OC)c2)C1=O (stereo not given)	9%	i	9%	-10%	4%	-2%	3.9%	-2.1	-1%
29	CCOc1cccc(C2C=C(c3ccc4c(c3)OCO4)NC(c3ccc(F)cc3)N2)c1O (stereo not given)	.	.	3%	?	6%	.	.	.	-41%
30	O=C(NCCc1c[nH]c2ccccc12)C(=O)NCC1OCCCN1S(=O)(=O)c1ccccc1 (stereo not given)	-12%	i	1%	6%	-11%	-7%	-0.7%[9.22 µM]	-0.6	1%
31	Cc1cccc(N2CCN(C(=O)C3CCN(C(=O)c4cc5sccc5n4C)CC3)CC2C)c1 (stereo not given)	.	.	?	?	?	.	-2.6%	.	-32%
32	CCCN1CCN(CCCNC(=O)c2ccc3c(c2)NC(=O)c2ccccc2S3)CC1	15%	i	2%	-17%	-13%	.	2.0%	-0.5	-14%
33	COc1ccc(-c2n[nH]c(C)c2-c2cnn(-c3ccccc3)c2)c(O)c1C	21%	i	-11%	13µM*	-35%	?	3.0%	-3.7	-104%
34	CCOC(=O)N1CCN(C(=O)C2CCCN(S(=O)(=O)c3cccnc3)C2)CC1 (stereo not given)	9%	i	0%	18%	-3%	-4%	-0.2%	-3.4	4%
35	Cc1ccc(N(C(=O)CNC(=O)c2ccco2)C(C(=O)NC2CCCCC2)c2cccnc2)cc1F (stereo not given)	-7%	i	1%	25%	6%	-7%	-0.3%	-0.2	-1%
36	Cc1ccc(Cn2nc(C)c(NC(=O)c3nn(C)cc3Cl)c2C)cc1	4%	i	8%	-14%	-7%	-3%	0.2%	0.1	-20%
37	Cn1c(SCC(=O)N2CCCc3ccccc32)ncc(C(=O)Nc2ccc(F)cc2)c1=O	.	.	1%	-2%	.	.	3.0%	.	5%
38	CCOC(=O)C1=C(C)Nc2nnnn2C1c1cccc(OC)c1OC (stereo not given)	0%	i	.	15%	-8%	5%	0.1%	-0.5	-15%
39	Cc1ccccc1NC(=O)C1CCN(S(=O)(=O)c2ccccc2)CC1	.	.	-1%	-22%	.	.	3.4%	.	-3%
40	CCOc1ccc(S(=O)(=O)Nc2cccc(OC)c2)c2cccnc12	.	i	-17%	0%	15µM*	-19%	6.6%	.	-32%

# Reformatted with each value named: part of the list above.
36	Cc1ccc(Cn2nc(C)c(NC(=O)c3nn(C)cc3Cl)c2C)cc1
  EPAC2 agonist: 4%
  S2 tox: i
  A549 viability: 8%
  TGFb SMAD3 inh: -14%
  Nrf2 inh: -7%
  ATXN2 expr inh: -3%
  Nrf2 activator: 0.2%
  IL-2 act: 0.1
  HepG2 tox: -20%
26	CCc1ccc(/C=N/N2CCN(c3ccccn3)CC2)cc1
  EPAC2 agonist: 5%
  S2 tox: i
  A549 viability: 0%
  TGFb SMAD3 inh: 1%
  Nrf2 inh: ?
  ATXN2 expr inh: .
  Nrf2 activator: 1.0%
  IL-2 act: -0.5
  HepG2 tox: -7%

# Two compounds picked at random from those above:
entry	structure	EPAC2 agonist	S2 tox	A549 viability	TGFb SMAD3 inh	Nrf2 inh	ATXN2 expr inh	Nrf2 activator	IL-2 act	HepG2 tox
29	CCOc1cccc(C2C=C(c3ccc4c(c3)OCO4)NC(c3ccc(F)cc3)N2)c1O (stereo not given)	.	.	3%	?	6%	.	.	.	-41%
40	CCOc1ccc(S(=O)(=O)Nc2cccc(OC)c2)c2cccnc12	.	i	-17%	0%	15µM*	-19%	6.6%	.	-32%

# (listing goes on)
entry	structure	EPAC2 agonist	S2 tox	A549 viability	TGFb SMAD3 inh	Nrf2 inh	ATXN2 expr inh	Nrf2 activator	IL-2 act	HepG2 tox
41	Nc1ccc2oc(=O)c(-c3ccccc3)cc2c1	-3%	i	-5%	2%	-6%	16%	2.7%	-1.4	-4%
42	COc1ccc(Cl)cc1NC(=O)Cn1ccn(Cc2ccc(C)cc2)c(=O)c1=O	.	.	-11%	?	?	.	2.2%	.	-9%
43	O=C(CN1CCN(S(=O)(=O)c2ccc3c(c2)OCCO3)CC1)Nc1ccccc1Br	17%	i	-2%	18%	15%	-14%	-0.7%	-0.1	8%
44	O=C(NC1CCOc2ccccc21)C1CCCC1 (stereo not given)	0%	i	-9%	-12%	-14%	4%	0.1%	-0.4	2%
45	COc1ccc(/C=N/NC(=O)c2cccc([N+](=O)[O-])c2)cc1OC(=O)c1ccccc1	-4%	i	-16%	-2%	-13%	-4%	5.6%	-0.4	-13%
46	CCOC(=O)Cc1nc2ccccc2n(CC#N)c1=O	6%	i	1%	7%	16%	4%	-1.0%	-0.4	-8%
47	CCOc1ccc(NC(=O)N2CCN(C(=O)c3nsc4ccccc34)CC2)cc1	.	.	-3%	-2%	.	.	-0.5%	.	1%
48	Cc1cc(C)n(CC(=O)NNC(=O)COc2ccc(F)cc2Br)n1	8%	i	13%	6%	4%	.	-0.3%	-0.3	-1%

# Nrf2 inh, what is marked active above
item	smiles	EPAC2 agonist	Nrf2 inh	Nrf2 activator	IL-2 act
40	CCOc1ccc(S(=O)(=O)Nc2cccc(OC)c2)c2cccnc12	.	15µM*	6.6%	.
